Screening data as filed in PubChem BioAssay.
Bcl-XL Bim block: human Bim-Bcl-XL interaction inhibition. Q07817. Bim peptide-Bcl-XL binding, bead flow cytometry, fluorescence. inhibition, % at 10 µM. 190,000 compounds, 0.04% hits. AID 1007
Target sequence (Q07817 whole entry, looked up): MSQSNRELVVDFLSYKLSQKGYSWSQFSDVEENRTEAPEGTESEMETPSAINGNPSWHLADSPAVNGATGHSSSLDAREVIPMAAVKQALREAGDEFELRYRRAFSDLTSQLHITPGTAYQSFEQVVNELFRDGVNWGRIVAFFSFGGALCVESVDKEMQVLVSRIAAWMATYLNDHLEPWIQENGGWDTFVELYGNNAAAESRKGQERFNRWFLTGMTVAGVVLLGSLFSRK
RGS7-Gao reg: regulators of human RGS7-Galphao interaction; binding response (% of control), % at 10 µM; 220,000 compounds, 0.35% hits; AID 1439; P09471; Multiplexed bead flow cytometry, RGS7-Galphao binding; actives lie on both sides; in the data active = binding response below about 49% or above about 150%; inconclusive = no clear call, values can overlap the other calls; inactive = in between;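 note: fluorescent Galphao held in activated GDP-AlF4 state binding bead-coupled RGS7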
ABCG2 inh: blocks JC-1 efflux by human ABCG2 transporter; Q9UNQ0; inhibition, % at 6.6 µM; 190,000 compounds, 0.1% hits; AID 1325; IgMXP3 cells, flow cytometry;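 active = inhibition above 80%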;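 note: 0% = DMSO and 100% = nicardipine control wells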
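Test system: IgMXP3 (ABCG2) plus far-red-tagged CCRF-Adr (ABCB1) cells / Amount: 3 million cells/mL in well / Reagent: JC-1 transporter substrate / Timing: 10 min compound exposure, 25 °C / Signal: flow cytometry, 530 nm JC-1 signal / Read-out: percent efflux inhibition, scaled nicardipine 100% to DMSO 0% / Benchmarks: nicardipine as high control, DMSO as low control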
RGS8-Gao reg: modulates binding of RGS8 to human Galphao; response (percent of control binding), % at 10 µM; P09471; 220,000 compounds, 0.34% hits; multiplexed bead flow cytometry; actives lie on both sides; in the data active = response below about 60% or above about 140%; inactive = in between;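 note: Galphao activated as the GDP aluminium fluoride complex binding bead-coupled RGS8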
RGS4-Gao reg: human RGS4-Galphao interaction regulation. 220,000 compounds, 0.33% hits. P09471. AID 1415. binding response (% of control), % at 10 µM. Multiplexed bead flow cytometry, RGS4-Galphao binding; actives lie on both sides; in the data active = binding response below about 49% or above about 150%; inactive = in between;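 note: fluorescent Galphao activated with aluminum fluoride binding bead-coupled RGS4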
Bim-Bcl-W: disrupts Bim peptide binding to human Bcl-W. inhibition, % at 10 µM. Q92843. bead-based flow cytometry. 190,000 compounds, 0.02% hits;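 note: 0% = bound tracer without compound and 100% = peptide blocker; higher means less fluorescent Bim peptide bound to Bcl-W beads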
Target sequence (Q92843 whole entry, looked up): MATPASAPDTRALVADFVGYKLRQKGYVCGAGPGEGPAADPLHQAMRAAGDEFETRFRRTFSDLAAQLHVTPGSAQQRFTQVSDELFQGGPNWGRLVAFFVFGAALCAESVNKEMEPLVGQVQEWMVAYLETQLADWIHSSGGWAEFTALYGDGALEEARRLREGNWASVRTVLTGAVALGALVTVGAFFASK
Bfl-1 Bim block: disrupts Bim binding to human Bfl-1 | Q16548 | Bead-based flow cytometry, Bim-Bfl-1 binding inhibition | inhibition, % at 10 µM | 190,000 compounds, 0.12% hits | AID 1008;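 note: 0% = wells without compound plus tracer and 100% = blocker peptide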
Bcl-B Bim block: human Bim-Bcl-B interaction inhibition; 190,000 compounds, 0.073% hits; bead-based flow cytometry, Bim peptide-Bcl-B binding; Q9HD36; inhibition, % at 10 µM;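 note: 0% = tracer peptide without compound and 100% = reference inhibitor peptide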
Target sequence (Q9HD36 whole entry, looked up): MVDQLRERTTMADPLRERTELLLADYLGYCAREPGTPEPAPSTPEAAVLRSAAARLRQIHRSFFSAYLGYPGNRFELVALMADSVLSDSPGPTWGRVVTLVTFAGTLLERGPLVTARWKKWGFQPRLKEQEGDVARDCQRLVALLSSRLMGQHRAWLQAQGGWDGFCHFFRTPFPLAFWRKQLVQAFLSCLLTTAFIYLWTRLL
ABCB1 inh: human ABCB1 inhibition, ABCG2 as counter-screen. 190,000 compounds, 0.067% hits. inhibition, % at 6.6 µM. AID 1326. CCRF-Adr cells, JC-1 efflux, flow cytometry. P08183; in the data active = inhibition above about 40%;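 note: 0% = vehicle and 100% = reference inhibitor; higher value means more JC-1 retained so stronger ABCB1 efflux block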
Bim-Bcl-2: disrupts Bim peptide binding to human Bcl-2; P10415; Bead-based flow cytometry, Bim peptide-Bcl-2 binding; inhibition, % at 10 µM; 190,000 compounds, 0.06% hits; AID 950; in the data active = inhibition above about 40%; inconclusive = no clear call, values can overlap the other calls;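 note: 0% = no compound wells with probe peptide and 100% = reference peptide inhibitor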
Target sequence (P10415 whole entry, looked up): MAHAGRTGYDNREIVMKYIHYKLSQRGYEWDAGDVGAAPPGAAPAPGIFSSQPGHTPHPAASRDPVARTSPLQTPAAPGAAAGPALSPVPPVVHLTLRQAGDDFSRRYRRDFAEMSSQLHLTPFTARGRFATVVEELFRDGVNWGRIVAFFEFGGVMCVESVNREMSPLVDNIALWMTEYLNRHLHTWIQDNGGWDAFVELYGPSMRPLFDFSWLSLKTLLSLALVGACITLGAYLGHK
GSH bead fluor: compound fluoresces at 488/530 nm on GSH beads | GSH beads flow cytometry, compound fluorescence 488/530 nm; active compounds read high | fluorescence (KMESF) at 10 µM | 190,000 compounds, 0.25% hits | AID 1776; in the data active = fluorescence above about 89;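 note: glutathione beads carrying GST-tagged Bcl family fusion proteins plus one bare bead set; values are compound well signal with DMSO vehicle wells as background; inactives centre near 16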
Numbers without * were called inactive; ? = inconclusive; [ ] = another dose, or the depositor's remark. Cut-off read from the data, not from the text of the source, unless noted: active = inhibition above about 40%.

SMILES	Bcl-XL Bim block	RGS7-Gao reg	ABCG2 inh	RGS8-Gao reg	RGS4-Gao reg	Bim-Bcl-W	Bfl-1 Bim block	Bcl-B Bim block	ABCB1 inh	Bim-Bcl-2	GSH bead fluor
Cc1cc(C)c(Cn2cnc3ccccc32)c(C)c1	5	?	12	104	102	-3	-6	4	2.1	1	13
N#Cc1sc2nc(-c3cccs3)cc(-c3ccc(Cl)cc3)c2c1N	2	94	0	96	93	1	2	-17	0.1	3	10
CCNCc1nc2cc(OC)c(OC)cc2c(=O)[nH]1	-2	109	0	107	110	2	-15	-7	0.1	-4	4
CCNC(=O)NC(=O)C(C)OC(=O)c1ccc(-n2nc(SC)sc2=S)cc1 (configuration not stated)	-6	103	2	102	100	-6	-10	-12	0.0	-6	15
COc1ccc(Nc2sc(C(=O)c3ccc(Cl)cc3)c(N)c2C(=O)Nc2ccccc2OC)cc1	4	99	-3	101	100	5	-11	-5	-0.1	-1	12
CCOC(=O)CC(=O)CSc1nc(-c2ccccc2)cc(-c2ccc(Cl)cc2)c1C#N	0	102	1	105	109	-3	-9	-4	0.0	-2	8
Cc1c(CN2CCCC(C(=O)c3cccc(Cl)c3)C2)c(=O)n(-c2ccccc2)n1C (configuration not stated)	-2	230*[activator]	3	95	107	-2	-5	1	0.7	0	9
NC(=O)Cn1c(=O)n(Cc2ccco2)c(=O)c2c3c(sc21)CCCCC3	-2	98	2	95	95	-1	2	0	0.5	0	18
O=C(Cc1cccs1)N1CCN(c2ccccn2)CC1	-2	97	4	104	102	0	1	-4	0.6	0	26
CC(C)Cn1c(N2CCN(C(=O)c3cccs3)CC2)nc2ccccc21	-3	99	4	102	101	4	-9	-7	1.7	-7	9
O=C(Cc1nnc(NC(=O)Nc2ccc(Cl)cc2)s1)NCc1ccccc1	-5	98	-2	98	99	-4	0	-8	-2.0	0	11
CCOC(=O)c1cnc(-n2nc(C)cc2C)nc1NCCO	-2	101	3	100	105	-1	-10	-7	0.3	-3	13
CCCCOC(=O)c1ccc(NC(=O)C(=O)NCC2CCCO2)cc1 (configuration not stated)	1	103	13	102	105	2	0	0	0.6	-1	13
CC(C)C(=O)N1CCN(c2ccccc2N)CC1	-1	93	1	98	98	0	-4	-3	0.0	-4	18
O=C(COC(=O)c1ccc2c(c1)OCCO2)Nc1cc(Cl)ccc1Cl	0	94	2	95	91	-1	0	-3	0.1	-2	10
O=C(Cc1ccccc1)Nc1ccc(Br)c(Cl)c1	3	86	0	89	90	1	9	4	-0.5	9	12
Cc1nc(NCC2CCCO2)nc2c1C(=O)CC(C)C2 (configuration not stated)	-9	96	15	100	98	1	-17	-9	0.3	-4	34
COc1ccc(C2=NN(C(=O)CSc3ncccn3)C(c3ccc(OC)cc3)C2)cc1 (configuration not stated)	-8	101	6	98	102	-4	-7	-8	1.0	-6	12
C(=C\c1nc(-c2ccncc2)no1)/c1ccccc1	-3	101	3	101	101	-3	-6	-4	-0.1	-4	11
Cc1oc(-c2ccc(Cl)cc2)nc1CS(=O)CC(=O)NCc1cccs1 (configuration not stated)	-7	97	6	100	101	-2	-11	-4	0.5	-9	18
C=CCN(CC=C)S(=O)(=O)c1ccc(F)cc1	-1	89	-3	97	92	0	0	-2	0.0	-1	27
CC(C)CN1CCNC(=O)C1CC(=O)NCc1cnn(-c2cccc(F)c2)c1 (configuration not stated)	-1	97	2	102	100	-2	-5	-2	-0.2	-3	16
C/C(=N\NC(=O)COc1ccccc1-c1ccccc1)c1cccnc1	1	102	8	100	101	1	-5	-2	0.8	-2	26
Clc1cc(Sc2ccc(Br)cc2)nnc1-c1ccccc1	-4	104	2	102	103	0	-11	-9	0.4	-7	24
COc1ccc(-c2cc(C(=O)Nc3ccccc3)on2)cc1	0	89	-1	88	85	4	-1	0	-0.3	2	9

4 entries from above, as comma-separated lines:
SMILES,Bcl-XL Bim block,RGS7-Gao reg,ABCG2 inh,RGS8-Gao reg,RGS4-Gao reg,Bim-Bcl-W,Bfl-1 Bim block,Bcl-B Bim block,ABCB1 inh,Bim-Bcl-2,GSH bead fluor
O=C(Cc1ccccc1)Nc1ccc(Br)c(Cl)c1,3,86,0,89,90,1,9,4,-0.5,9,12
Cc1nc(NCC2CCCO2)nc2c1C(=O)CC(C)C2 (configuration not stated),-9,96,15,100,98,1,-17,-9,0.3,-4,34
COc1ccc(C2=NN(C(=O)CSc3ncccn3)C(c3ccc(OC)cc3)C2)cc1 (configuration not stated),-8,101,6,98,102,-4,-7,-8,1.0,-6,12
C(=C\c1nc(-c2ccncc2)no1)/c1ccccc1,-3,101,3,101,101,-3,-6,-4,-0.1,-4,11

Single records, as listed above. Screens in order: Bcl-XL Bim block | RGS7-Gao reg | ABCG2 inh | RGS8-Gao reg | RGS4-Gao reg | Bim-Bcl-W | Bfl-1 Bim block | Bcl-B Bim block | ABCB1 inh | Bim-Bcl-2 | GSH bead fluor
Cc1cc(C)c(Cn2cnc3ccccc32)c(C)c1 as listed: 5 | ? | 12 | 104 | 102 | -3 | -6 | 4 | 2.1 | 1 | 13
Clc1cc(Sc2ccc(Br)cc2)nnc1-c1ccccc1 as listed: -4 | 104 | 2 | 102 | 103 | 0 | -11 | -9 | 0.4 | -7 | 24

(next part)
SMILES	Bcl-XL Bim block	RGS7-Gao reg	ABCG2 inh	RGS8-Gao reg	RGS4-Gao reg	Bim-Bcl-W	Bfl-1 Bim block	Bcl-B Bim block	ABCB1 inh	Bim-Bcl-2	GSH bead fluor
COC(=O)c1ccc(C2C(C#N)=C(N)Oc3cc(C)n(C)c(=O)c32)cc1 (configuration not stated)	0	108	3	102	110	0	1	0	3.9	0	24
CC(C)(C)NC(=S)NCCc1ccccc1	-9	101	7	99	99	-22	-4	-9	0.3	-9	11
O=C(NC(Cc1ccccc1)c1ccc2c(c1)OCCCO2)c1ccc(F)cc1 (configuration not stated)	1	98	3	98	99	1	0	0	1.0	0	20
COc1ccc(OCc2nnc(SCC(=O)N3c4ccccc4Sc4ccc(Cl)cc43)o2)cc1	0	99	13	100	101	-2	0	0	3.3	-5	14
COc1cccc(CC(NC(C)=O)C(=O)NC2CCN(S(=O)(=O)c3ccc4ccccc4c3)CC2)c1 (configuration not stated)	-4	110	0	111	111	-3	-10	-9	0.4	-9	33
CCOC(=O)/C=c1\s/c(=C(\C#N)C(=O)NC)n(-c2ccccc2)c1=O	-12	101	47	101	103	-1	-18	-9	0.5	-7	35
O=C(CSc1nnc(-c2ccco2)n1Cc1ccccc1)c1ccc(F)cc1	2	97	3	97	99	3	8	-1	0.9	0	11
CCOc1cc(-c2c(C#N)c(N)nc3c2CCc2ccccc2-3)ccc1O	-5	106	26	104	103	0	-2	-3	8.1	-3	9
O=C(c1ccc(F)cc1)N(Cc1ccccc1)C1CCS(=O)(=O)C1 (configuration not stated)	-2	107	-2	99	104	-2	1	-2	-0.4	0	12
O=C1CCCC2=C1C(c1ccco1)Nc1ccc3ccccc3c12 (configuration not stated)	0	74	1	82	91	0	6	6	0.2	5	9
OCCCN1CCN(CCCOc2ccccc2-c2ccccc2)CC1	18	110	1	116	107	16	23	13	0.8	13	6
O=C(NC1CCc2ccccc21)c1cc(COc2ccc(F)cc2Cl)on1 (configuration not stated)	-1	99	5	98	99	-1	-7	-4	0.9	0	8
c1ccc(OCc2nnnn2-c2ccccc2)cc1	-1	102	6	99	98	0	-2	-3	0.4	-4	10
COc1ccccc1-c1ccc(Nc2ccc(C(=O)N3CCOCC3)cc2)nn1	-7	108	0	102	107	-5	0	-4	-0.4	-3	14
CCOC(=O)NC(NCCc1ccccc1)(C(F)(F)F)C(F)(F)F	0	99	0	102	100	-3	-8	-4	0.1	-2	4
C/C(=N\NC(=O)c1cc(C)oc1C)c1ccc2c(c1)OCO2	-3	94	3	103	102	1	-5	-8	0.9	-2	20
O=C(Nc1ccc(Br)cc1)c1ccccc1CC[N+](=O)[O-]	-7	106	2	101	100	1	-13	-2	0.6	-6	46
O=C(Nc1nccs1)c1cc(S(=O)(=O)N2CCCCC2)ccc1Cl	-4	107	1	102	106	-1	-2	0	0.3	-2	8
CC(NC(=O)Nc1ccc(Cl)cc1)C(c1cccs1)N1CCOCC1 (configuration not stated)	-4	105	2	104	105	2	-8	-5	0.1	-10	25
O=C(Nc1nc2ccc(Cl)cc2s1)c1ccc(Br)o1	-5	102	2	99	101	-1	-7	-9	0.1	-10	11
COc1cccc2sc(NN)nc12	1	91	-2	97	96	-1	-2	0	-1.2	0	20
O=C(c1ccccc1F)N1CCN(Cc2cccc(Cl)c2)CC1	-8	106	32	118	104	-8	-5	-5	0.8	-13	28
COCCN1C(=O)C(=O)/C(=C(/O)c2ccc(S(=O)(=O)N3CCOCC3)cc2)C1c1ccc(C(C)C)cc1 (configuration not stated)	0	98	3	102	101	-1	0	2	3.1	1	16
CCCOC(=O)C1[C@H]2C(=O)N(Cc3ccco3)C[C@]23C=C[C@H]1O3 (some centres not stated)	0	99	1	100	101	-1	-16	-6	0.1	-9	25
COc1ccc(C(C)(C)C)cc1NC(=O)CCCn1c(=O)oc2ccccc21	-12	104	-2	104	106	-8	-13	-13	-0.5	-6	18
Cc1cccc2nc(CSc3ncccc3C(=O)O)cn12	0	?	2	103	103	-1	-3	-2	0.8	-2	14
CCN(CC)S(=O)(=O)c1ccc(OCC(=O)NC2CCS(=O)(=O)C2)c([N+](=O)[O-])c1 (configuration not stated)	-1	?	2	100	99	0	-4	-2	0.4	-2	13
Cc1ccc(S(=O)(=O)NCCCn2ccnc2)cc1	-3	100	0	101	99	1	0	-3	-0.1	-5	11
CCOC(=O)Cn1nc(C)c(NC(=O)c2ccc([N+](=O)[O-])c(C)c2)c1C	-3	105	4	103	101	0	-5	-4	0.7	-1	10

Quoted at random: 5 compounds from above.
SMILES	Bcl-XL Bim block	RGS7-Gao reg	ABCG2 inh	RGS8-Gao reg	RGS4-Gao reg	Bim-Bcl-W	Bfl-1 Bim block	Bcl-B Bim block	ABCB1 inh	Bim-Bcl-2	GSH bead fluor
COC(=O)c1ccc(C2C(C#N)=C(N)Oc3cc(C)n(C)c(=O)c32)cc1 (configuration not stated)	0	108	3	102	110	0	1	0	3.9	0	24
CCN(CC)S(=O)(=O)c1ccc(OCC(=O)NC2CCS(=O)(=O)C2)c([N+](=O)[O-])c1 (configuration not stated)	-1	?	2	100	99	0	-4	-2	0.4	-2	13
COc1ccccc1-c1ccc(Nc2ccc(C(=O)N3CCOCC3)cc2)nn1	-7	108	0	102	107	-5	0	-4	-0.4	-3	14
C=CCN(CC=C)S(=O)(=O)c1ccc(F)cc1	-1	89	-3	97	92	0	0	-2	0.0	-1	27
Clc1cc(Sc2ccc(Br)cc2)nnc1-c1ccccc1	-4	104	2	102	103	0	-11	-9	0.4	-7	24
